HEK293 NFkB inh = inhibitors of PMA/ionomycin-induced NF-kB reporter, primary screen, antigen receptor NF-kB inhibitor project, cell-based, HEK-293 luciferase reporter, luminescence; HEK-293 NF-kB luciferase reporter; 0.21% of 62,000 active; inhibition, % at 3 µM; AID 465, 2006;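 active = inhibition above the mean of all tested compounds plus 3 SD, cut at about 40% in these data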;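 note: 0% = stimulated DMSO wells and 100% = 10 µM reference inhibitor 5653914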
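Signal: luciferase luminescence; Material: HEK-293 cells with stable firefly luciferase reporter driven by four HIV NF-kB elements; Probe or stimulus: PMA with ionomycin; Replication: tested once; Times: 1 h compound pretreatment, then 16 h stimulation at 37 °C, 5% CO2; Benchmarks: DMSO and 10 µM reference inhibitor; Evaluation: per-plate % inhibition versus controls.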
S1P1 ag-PAM = S1P1 agonists and agonism potentiators, primary screen, cell-based, primary and confirmation screens, CRE-bla reporter. activation, % at 9.5 µM. S1P1 CRE-bla cells, forskolin, beta-lactamase FRET, potentiator mode; S1P1 agonist co-added at EC20, 2 nM; 100% = saturating reference agonist, 0% = basal. 0.57% of 56,000 active;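 active = activation above a cutoff set at the mean activation of all tested compounds plus 3 SD, cut at about 54% in these data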;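 note: forskolin at 4 µM as EC80 and the EC20 agonist is SEW2871; 100% = SEW2871 at its EC100 plus forskolin at EC80; some compounds past the cut are filed as inactive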
Target sequence (P21453 whole entry, looked up): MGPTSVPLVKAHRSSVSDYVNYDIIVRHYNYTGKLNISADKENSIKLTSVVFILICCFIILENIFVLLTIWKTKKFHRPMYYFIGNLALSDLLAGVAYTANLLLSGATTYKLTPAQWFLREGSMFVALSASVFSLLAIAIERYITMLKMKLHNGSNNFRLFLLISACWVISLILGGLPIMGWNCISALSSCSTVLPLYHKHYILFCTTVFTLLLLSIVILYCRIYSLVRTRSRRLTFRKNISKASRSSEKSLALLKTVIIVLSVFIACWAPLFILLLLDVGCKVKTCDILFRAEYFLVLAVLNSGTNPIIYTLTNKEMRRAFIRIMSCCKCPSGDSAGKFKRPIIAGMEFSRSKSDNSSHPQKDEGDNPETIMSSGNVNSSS
5HT1E antag = 5-HT1E receptor antagonists, primary screen, cell-based, HTS. 5-hydroxytryptamine receptor 1E (Homo sapiens), P28566. CHO 5-HT1E Ga15 NFAT-bla reporter, FRET, antagonist. inhibition, % at 6 µM. 0.99% of 65,000 active;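 active = inhibition above a set limit, the mean inhibition across every tested compound plus 3 SD, cut at about 29% in these data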;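 note: signal is the 460 over 535 nm emission ratio of beta-lactamase substrate; 0% = agonist plus DMSO wells and 100% = wells without agonist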
Target sequence (P28566 whole entry, looked up): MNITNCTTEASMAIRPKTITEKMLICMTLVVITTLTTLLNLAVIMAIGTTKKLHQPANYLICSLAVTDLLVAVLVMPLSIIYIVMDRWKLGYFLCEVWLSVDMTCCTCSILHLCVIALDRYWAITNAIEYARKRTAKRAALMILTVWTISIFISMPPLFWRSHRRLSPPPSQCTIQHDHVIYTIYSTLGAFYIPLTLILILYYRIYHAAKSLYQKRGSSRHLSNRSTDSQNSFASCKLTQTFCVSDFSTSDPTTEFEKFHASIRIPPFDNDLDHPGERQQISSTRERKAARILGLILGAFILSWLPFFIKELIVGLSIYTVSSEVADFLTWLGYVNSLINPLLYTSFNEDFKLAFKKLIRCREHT
M1 agonist = M1 muscarinic receptor agonists, primary screen, CHO-M1 cells, Fluo-4 calcium, agonist mode; Muscarinic acetylcholine receptor M1; Fluo-4 calcium fluorescence; active compounds read high; B-score at 10 µM; 3% of 64,000 active; AID 626, 2007;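 active = fluorescence rise, raw or as B-score row- and column-corrected plate score, outside the 99.7% band of its plate's samples, either direction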
M1 antag = antagonists of rat M1 muscarinic receptor | CHO-M1 cells, Fluo-4 calcium, ACh EC80 antagonist mode; active compounds read low | B-score at 10 µM | 3.4% of 64,000 active;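 active = calcium fluorescence response, raw or row-and-column corrected B-score, differing from the plate sample mean either way at a set confidence level, mostly lower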
5HT1E ag = 5-HT1E receptor agonists, primary screen, cell-based, HTS; 0.69% of 65,000 active; 5-hydroxytryptamine receptor 1E (Homo sapiens), P28566; activation, % at 6 µM; CHO 5-HT1E Ga15 NFAT-bla reporter, FRET; 0% DMSO wells, 100% control agonist wells;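 active = activation above a set limit, the screen-wide mean activation plus 3 SD, cut at about 8.5% in these data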;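 note: 100% = positive control agonist at 1 µM giving full maximal response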
HER2 expr 66K = inhibitors of Her2 protein expression, primary screen, SKBR-3 cells, AlphaScreen, 66K library | 0.69% of 65,000 active | HER2 level % of control, % at 10 µM | Receptor tyrosine-protein kinase erbB-2 (Homo sapiens), P04626 | SKBR-3 HER2 protein level, 18-24 h; active compounds read low | AID 645, 2007;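 active = HER2 level under 5% of the carrier-only control; inconclusive = no clear call, values can overlap the other calls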;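 note: 100% = DMSO carrier and 0% = 500 nM PU-H71 HSP90 inhibitor; lower value means stronger loss of Her2 protein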
S1P3 agonist = human S1P3 receptor agonists, primary screen, cell-based, primary and confirmation, NFAT-BLA reporter; Sphingosine 1-phosphate receptor 3 (Homo sapiens), Q99500; S1P3 NFAT-BLA reporter cells, agonism, FRET ratio; relative to 1 µM S1P, basal subtracted; activation, % at 4.5 µM; 0.1% of 60,000 active;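 active = activation above the screen-wide mean plus 3 SD, cut at about 4.5% in these data, passing the limit was not always enough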; note: some compounds called inactive have numbers as strong as hits
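Material: Human S1P3 NFAT-BLA reporter CHO cells | Incubation: Overnight plating, 4 h compound 37 °C, 2 h substrate RT | Signal: FRET β-lactamase substrate fluorescence, excitation 405 nm, 460/535 nm emission ratio, background-subtracted | Compound: 4.5 µM final, single dose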
Jurkat viability = cytotoxicity toward Jurkat T cells, primary screen, cytotoxicity control, cell-based, Jurkat E6.1, 60K MLSMR library | Jurkat E6.1 viability, ATP luminescence, 48 h | inhibition, % at 4 µM | 1.2% of 56,000 active | AID 463, 2006;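 active = inhibition above the mean inhibition of all tested compounds plus 3 SD, cut at about 28% in these data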
Numbers without * were called inactive; ? = inconclusive; nt = not tested or not shown.

SMILES	HEK293 NFkB inh	S1P1 ag-PAM	5HT1E antag	M1 agonist	M1 antag	5HT1E ag	HER2 expr 66K	S1P3 agonist	Jurkat viability
Cc1cc(S(=O)(=O)NCCCN2CCOCC2)ccc1F	6	-10	1	-1.1	0.12	0.0	94	-0.1	-3
CCCS(=O)(=O)N1CCC(C(=O)NCC2CCCO2)CC1 (centres undefined)	12	-4	11	0.85	0.33	-0.6	83	-0.9	2
COc1cccc2cc(C(=O)NC3CC(C)(C)NC(C)(C)C3)c(=O)oc12	9	-8	2	0.22	0.0083	-1.1	105	-0.7	4
COc1cc(S(=O)(=O)NCC2COCCO2)ccc1-n1cnnn1 (centres undefined)	10	1	2	0.23	0.23	-1.3	87	-1.7	-2
COc1ccc(C(=O)Cn2c(=O)c(CCC(=O)O)nn3c4ccccc4nc23)cc1OC	4	-30	-6	0.95	0.034	0.8	122	0.1	-2
Cc1cc(C)n(-c2ccc(C(=O)NCc3ccc4c(c3)OCO4)cc2)n1	18	5	-4	-0.57	-0.77	-0.8	98	-0.8	6
CN(C)C(=O)C12CCC(C)(c3nc4ccccc4nc31)C2(C)C (centres undefined)	5	-4	-4	0.99	-0.11	0.2	100	-0.4	0
CCN(CC)C(=O)c1csc(Nc2ccc(C)cc2)n1	5	16	23	-0.51	-0.041	0.5	-20*	-0.8	2
O=C(O)c1ccc(NS(=O)(=O)c2cc(C(=O)O)ccc2Br)cc1	9	-10	-7	0.54	0.17	-0.3	87	-2.8	6
O=c1[nH]c(C(F)(F)F)nc2c1nnn2Cc1ccccc1F	18	nt	2	-0.63	-0.17	-0.5	102	nt	nt
Cc1cc(NC(=O)CSc2cn(CCNC(=O)c3ccc(F)cc3)c3ccccc23)no1	14	-1	-1	4.2*	-0.44	-1.1	68	-0.8	8
c1csc(-c2csc3nc(CN4CCOCC4)nc(NCc4ccc5c(c4)OCO5)c23)c1	9	6	7	-0.53	-0.89	-0.3	93	-1.4	7
CCn1c(N)c(C(=O)NC)sc1=S	10	-10	10	0.35	0.47	-1.1	109	-0.4	-2
CC(=O)Nn1c(COc2ccccc2C)nc2ccccc2c1=O	10	1	7	0.051	1.2	-0.4	?	-0.5	-9
CCSc1nc2cc(C(=O)OC)ccc2c(=O)n1CC	6	nt	-8	0.43	0.028	0.1	149	-0.3	1
O=C(c1n[nH]c(=O)c2ccccc12)N1CCN(c2ccccc2)CC1	1	3	3	-0.097	-0.9	-1.1	-20*	0.0	4
NC(=O)CN1CCN(C(=O)Nc2ccccc2)CC1	-1	2	1	0.56	0.25	0.4	108	-0.5	-6
O=C(COc1ccc(-n2cnnn2)cc1)NCCc1ccc(F)cc1	7	-32	-6	0.39	-0.3	-1.0	119	-0.4	-4
CC(Sc1nnc(-c2ccc(O)cc2)o1)C(=O)Nc1cccc2ccccc12 (centres undefined)	-3	5	3	0.055	0.15	-0.3	90	-0.3	5
COC(=O)c1ccc(C2C(C(C)=O)=C(C)Nc3ncnn32)cc1 (centres undefined)	8	-14	-1	-0.05	-2.1	0.8	113	-0.7	2
CC(=O)N(CCC1(C(C)C)CCOC(C)(C)C1)Cc1ccco1 (centres undefined)	5	nt	1	0.00061	0.22	0.1	nt	nt	nt
Cc1ccc(Cn2nc(C)c(NC(=O)c3cc(-c4ccc5c(c4)OCO5)on3)c2C)cc1	27	27	21	-0.42	-0.78	0.0	66	-1.8	-8
Cn1c(=O)c2c(nc(NCc3ccccc3)n2C)n(C)c1=O	13	-22	-1	-0.019	-0.47	0.5	97	-1.5	0
COc1ccc(S(=O)(=O)NCCOc2ccccc2)cc1OC	19	-4	-1	2.3*	-0.27	-1.1	85	-1.1	-1
CCOc1ccc2nc(NC(=O)CSc3nc4c(c(=O)n(C)c(=O)n4C)n3C(C)C)sc2c1	9	-37	6	-0.49	1.2	0.6	63	0.5	0
O=C(C1CCCN(S(=O)(=O)c2cccc3nsnc23)C1)N1CCc2ccccc21 (centres undefined)	16	26	4	-0.69	-0.1	0.4	84	-0.9	8
CCOc1ccccc1NC(=O)Cn1nnc(C(=O)NCc2ccco2)c1N	42*	6	73*	-1.5	0.37	-0.9	52	-1.1	98*
COCCCNc1nc2c(c(=O)n(C)c(=O)n2C)n1Cc1cccc(OC)c1	nt	-4	-4	0.2	-0.52	0.0	104	-1.5	nt
CCCc1nnc(NC(=O)CCC(=O)N2CCN(CCn3c(C)ccc3C)CC2)s1	11	-6	-20	0.43	-0.0057	2.1	69	1.0	-4
Cc1cc2nc(-c3ccc(SCC(=O)N4CCN(C(=O)c5ccco5)CC4)nc3)[nH]c2cc1C	-10	nt	3	0.59	-0.58	-0.9	88	nt	nt
COc1ccc(NC(=O)c2cc(-c3cccs3)on2)cc1OC	4	56*	-5	0.38	-1.2	0.1	83	0.1	1
Cc1ccc(Cn2c(CN(C)Cc3ccccc3)nc3c2c(=O)n(C)c(=O)n3C)cc1	7	-19	-7	-0.26	-0.18	0.8	93	-0.3	4
CC(=O)Nc1cnn(Cc2ccc(Br)cc2)c1	17	-20	-2	-1.5	-1.3	-1.6	103	-0.7	4
COc1ccc(CC(=O)Nc2c3c(nn2C(C)(C)C)CS(=O)C3)cc1 (centres undefined)	2	5	-7	0.34	0.68	0.2	101	-0.7	5
CN(C)CCN1C(=O)c2oc3ccc(Cl)cc3c(=O)c2C1c1cccc(Br)c1 (centres undefined)	4	nt	-3	-0.4	-1.1	0.0	81	0.9	-9
CCCCn1c(NCc2ccccc2O)nc2ccccc21	18	-15	15	0.95	-0.42	-0.5	75	-0.5	-6
O=c1/c(=C\c2ccc3c(c2)OCO3)sc2n1CCCN=2	-24	0	-1	-0.56	-0.34	-1.3	59	-0.4	5
Cc1nc2ccccc2c(=O)n1NC(=O)c1c(O)c2c(n(CC(C)C)c1=O)CCCC2	14	-17	7	0.2	-0.15	1.4	42	0.6	9
COC(=O)c1ccc(OC(=O)C2CC(=O)N(c3ccc(C)cc3C)C2)cc1 (centres undefined)	12	-18	11	-0.73	0.75	-0.3	114	-1.2	9
COc1ccc(S(=O)(=O)NCCCCNS(=O)(=O)c2ccc(OC)cc2)cc1	17	-5	9	-4.2*	-2.2	-0.5	89	-1.0	-7

Structural class: the compounds so far with bromine.
SMILES	HEK293 NFkB inh	S1P1 ag-PAM	5HT1E antag	M1 agonist	M1 antag	5HT1E ag	HER2 expr 66K	S1P3 agonist	Jurkat viability
O=C(O)c1ccc(NS(=O)(=O)c2cc(C(=O)O)ccc2Br)cc1	9	-10	-7	0.54	0.17	-0.3	87	-2.8	6
CC(=O)Nc1cnn(Cc2ccc(Br)cc2)c1	17	-20	-2	-1.5	-1.3	-1.6	103	-0.7	4
CN(C)CCN1C(=O)c2oc3ccc(Cl)cc3c(=O)c2C1c1cccc(Br)c1 (centres undefined)	4	nt	-3	-0.4	-1.1	0.0	81	0.9	-9

Other records follow.
SMILES	HEK293 NFkB inh	S1P1 ag-PAM	5HT1E antag	M1 agonist	M1 antag	5HT1E ag	HER2 expr 66K	S1P3 agonist	Jurkat viability
c1ccc2c(c1)CCCN2c1nc2ccccc2n2cnnc12	12	-3	13	-0.93	0.085	-0.5	100	-1.3	4
CCOC(=O)c1ccoc1CSCc1ccc(C(=O)OC)o1	-2	20	7	0.066	-0.15	-0.3	98	-0.2	4
CCOc1cc(S(=O)(=O)NCCc2cccc(C)c2)c(OCC)cc1-n1cnnn1	10	-13	-5	0.69	-0.065	-0.1	3.6*	0.0	2
COC(=O)c1cc2ccsc2n1Cc1nc(-c2ccc(OC)cc2)oc1C	8	-14	3	-0.95	-5.5*	-0.4	70	-0.7	13
Cc1nc(=O)c(-c2ccccc2)c(C)n1-c1ccc(C(=O)O)cc1	4	-10	6	1.7	0.09	0.0	97	-0.3	10
CCOc1ccccc1-n1c(SCC(N)=O)nnc1-c1ccco1	20	-14	-9	-0.13	0.73	-0.5	88	-0.5	3
CCN(CC)S(=O)(=O)c1ccc(Nc2cc(C)nc3ncnn23)cc1	8	-24	0	0.087	-0.044	0.8	74	-1.2	0
Cn1cccc1-c1nc2ccccc2n1Cc1ccccc1	2	nt	2	0.27	-0.076	0.3	66	0.0	0
COc1ccc(CNC(=O)c2ccc(NC(=O)C3CCCO3)cc2)cc1 (centres undefined)	15	nt	2	1.5	-0.17	-0.7	92	nt	nt
O=c1[nH]c(SCc2ccc(Cl)cc2)nc2c1CCC2	12	nt	4	0.88	0.22	0.5	72	-1.0	3
Cc1occc1-c1nnc(SCc2nc3ccccc3c(=O)n2CC#N)n1C	10	17	-9	-0.95	0.26	0.3	104	0.2	-2
CNC(=O)N(C1=NCC(C)(C)S1)c1ccc(F)c(Cl)c1	9	-16	31*	0.15	0.55	-0.2	67	-0.6	49*
CC1=C(C(=O)Nc2ccccc2)C(c2ccccc2)N2C(=O)CSC2=N1 (centres undefined)	19	-8	-5	-0.2	-0.013	0.4	80	-0.8	-3
Cc1cc(C(=O)CSc2nnc(N)s2)c(C)n1CCc1ccc(F)cc1	4	23	5	-1.1	0.51	0.6	103	-0.3	6
O=c1c2[nH]c3ccc(F)cc3c2ncn1CCCn1ccnc1	19	18	0	1.1	-0.22	0.5	79	-0.6	33*
O=S1(=O)C=C(SCCN2CCCCC2)c2ccccc21	-2	-10	2	-1.1	0.17	0.9	111	-0.8	-3
COC(=O)N1CCN(c2ccc(C(C)=O)cc2)CC1	11	27	3	-0.24	-0.047	-0.9	141	-0.1	-2
CCCCN(CC)Cc1ccc(CNC(=O)Nc2ccc(OC)cc2OC)o1	15	2	6	0.5	-0.49	52*	80	0.0	7
O=C(COC(=O)C1CC1)c1c[nH]c2ccccc12	-2	-22	-2	-0.58	0.2	0.5	95	-1.2	-3
Cc1c(C2OC(=O)C3(CCCCC3)C(=O)C2(C)C)c(=O)n(-c2ccccc2)n1C (centres undefined)	9	8	8	0.11	-0.36	-0.2	92	0.3	0
COc1cc(NC(=O)CN2C(=O)c3ccccc3S2(=O)=O)c(OC)cc1Cl	8	2	-5	0.06	0.27	0.7	109	-0.6	-6
Cc1ccc(C)c(OCCOCCN2CCOCC2)c1	8	-9	-4	-0.48	0.5	-0.2	140	-1.1	4
COc1ccc(OC)c(NC(=O)C2=C(C)Nc3ncnn3C2c2cccs2)c1 (centres undefined)	1	-14	3	0.31	1.1	0.8	80	0.6	3
Cn1c(=O)cc(SCC(=O)NCC2CCCO2)c2ccccc21 (centres undefined)	3	-1	-4	-0.13	0.31	-1.2	79	-0.1	3

Screening results from PubChem BioAssay.
